Screening data as filed in PubChem.
TLR4 MyD88 comp – inhibitors of human TLR4-MyD88 binding. HeLa CL3-4 TLR4/MyD88 BLA complementation, FRET ratio. inhibition, % at 8.4 µM. actives 0.18% (n = 200,000); in the data active = inhibition above about 25%;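 also: 0% = vehicle and 100% = reference inhibitor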
STAT1 inh – inhibitors of IFN-gamma induced STAT1 signaling; NIH 3T3 STAT1-luciferase reporter, luminescence; actives 0.35% (n = 200,000); inhibition, % at 5.5 µM;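 active = inhibition above a set limit, the mean inhibition across all tested compounds plus 3 SD, cut at about 34% in these data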;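 also: 0% = IFN-gamma with DMSO and 100% = IFN-gamma with 300 µM nifuroxazide; values of inactives mirror those of a sister screen read the other way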
PPARg SRC2 recr – agonists of SRC-2 recruitment by human PPARgamma | activation, % at 8 µM | PPARgamma LBD-SRC-2 recruitment, biochemical | P37231 | AID 1032 | actives 0.34% (n = 200,000); in the data active = activation above about 22%;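 also: 0% = vehicle and 100% = reference agonist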
PPARg SRC1 recr – agonists of human PPARgamma SRC-1 coactivator recruitment. PPARgamma-SRC-1 coactivator recruitment biochemical assay. activation, % at 8 µM. actives 0.41% (n = 200,000); in the data active = activation above about 19%;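 also: 0% = DMSO and 100% = reference agonist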
RAM inhibit – blocks the yeast RAM network; S. cerevisiae dse1pr::URA3 reporter, 5-FOA growth OD615, 2 d; analog-sensitive cbk1-as2 kinase mutant strain; inhibition, % at 50 µM; actives 1.8% (n = 190,000);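 active = inhibition above a set limit, 3 SD over mean compound inhibition, cut at about 8.4% in these data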;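 also: 0% = DMSO-only wells with no growth and 100% = 10 µM 1-NA-PP1 full growth; inhibition rescues growth on 5-FOA so higher OD means more RAM inhibition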
PPARg SRC3 recr – promotes SRC-3 coactivator recruitment by human PPARgamma; P37231; biochemical PPARgamma/SRC-3 coactivator recruitment assay; activation, % at 8 µM; actives 0.26% (n = 200,000); AID 731; in the data active = activation above about 23%;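 also: 0% = DMSO and 100% = reference agonist; some compounds past the cut are filed as inactive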
ROMK primary – modulators of human ROMK potassium channel | P48048 | Tet-inducible ROMK, thallium flux fluorescence; actives lie on both sides | B-score at 10 µM | actives 2% (n = 130,000) | AID 1918;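 active = signal ratio slope over the read window, or its plate-corrected B-score, at least 3 SD from the plate mean, either direction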;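 also: B-score of the F/F0 ratio slope over 7 to 12 s after thallium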
Target sequence (P48048 whole entry, looked up): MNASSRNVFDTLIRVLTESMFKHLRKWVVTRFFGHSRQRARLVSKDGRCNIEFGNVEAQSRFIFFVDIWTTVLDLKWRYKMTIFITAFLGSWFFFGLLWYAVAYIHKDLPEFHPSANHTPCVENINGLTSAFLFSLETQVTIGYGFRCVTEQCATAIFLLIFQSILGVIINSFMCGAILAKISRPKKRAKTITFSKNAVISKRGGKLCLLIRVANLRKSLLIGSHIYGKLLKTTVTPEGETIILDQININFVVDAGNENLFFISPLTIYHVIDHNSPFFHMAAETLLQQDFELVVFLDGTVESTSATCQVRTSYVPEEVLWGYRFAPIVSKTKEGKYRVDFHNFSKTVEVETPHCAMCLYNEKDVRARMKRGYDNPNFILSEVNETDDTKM
STAT3 inh – inhibitors of IL-6 induced STAT3 signaling; U3A cells, IL-6 STAT3-luciferase reporter, luminescence; host cell line lacks STAT1; actives 0.89% (n = 190,000); AID 862; inhibition, % at 5.5 µM;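 active = inhibition above the mean inhibition across all screened compounds plus 3 SD, cut at about 44% in these data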;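 also: 0% = DMSO only wells and 100% = 100 µM nifuroxazide control wells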
SRC2 TRFRET art – TR-FRET artefact, counter-screen to PPARgamma/SRC-2 agonist assay. stronger effect = higher value. TR-FRET ratio at 8 µM. actives 0.4% (n = 200,000). AID 1049; in the data active = TR-FRET ratio above about 2000; also: inactives centre near 1500
STAT3 activator – activators of IL-6 induced STAT3 signaling | U3A cells, IL-6 STAT3-luciferase reporter, luminescence; 100% = signal with IL-6 EC80 alone | activation (% of control), % at 5.6 µM | actives 0.91% (n = 190,000);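 active = activation above the screen-wide mean of compound activation plus 3 SD, cut at about 130% in these data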;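 also: 0% = background luminescence of wells with medium and substrate only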
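Test system: human U3A cells carrying STAT3-luciferase construct; control set: IL-6-only wells as 100% reference; timing: compound pre-incubation 1 h before IL-6, then 6 h stimulation at 37 °C; also added: IL-6 stimulus at 33 ng/mL final; evaluation: % activation versus median of IL-6-stimulated wells; detection: reporter luminescence signal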
S1P3 antag – antagonists of human S1P3 receptor; CHO S1P3 NFAT-BLA reporter, FRET fluorescence, antagonist mode; actives 0.27% (n = 170,000); inhibition, % at 4.98 µM;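 active = inhibition above the plate cutoff, the mean inhibition of test wells on that plate plus 3 SD, cut at about 28% in these data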;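 also: cells challenged with S1P at its EC80 of 0.8 µM; blue over green emission ratio from cleaved BLA substrate after 4 h stimulation; 0% = S1P-stimulated wells and 100% = unstimulated DMSO-only wells; some compounds past the cut are filed as inactive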
Target sequence (Q99500 whole entry, looked up): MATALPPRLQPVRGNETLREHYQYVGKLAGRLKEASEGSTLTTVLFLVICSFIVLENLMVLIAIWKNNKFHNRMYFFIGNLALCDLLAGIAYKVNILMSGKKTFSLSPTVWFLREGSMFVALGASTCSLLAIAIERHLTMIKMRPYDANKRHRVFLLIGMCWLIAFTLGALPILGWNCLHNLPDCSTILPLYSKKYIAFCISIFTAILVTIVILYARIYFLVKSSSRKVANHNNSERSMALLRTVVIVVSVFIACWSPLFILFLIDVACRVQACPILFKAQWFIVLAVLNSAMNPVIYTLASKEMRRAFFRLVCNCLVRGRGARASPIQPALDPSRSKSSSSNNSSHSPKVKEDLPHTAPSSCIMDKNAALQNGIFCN
* hit, by the source's call.

Screening Cc1nn(-c2ccccc2)c(Cl)c1C1C(C#N)=C(N)Oc2c1c(C)nn2-c1ccccc1 (configuration not stated) returned TLR4 MyD88 comp -7, STAT1 inh -4, PPARg SRC2 recr -1, PPARg SRC1 recr -2, RAM inhibit 1.4, PPARg SRC3 recr 15, STAT3 inh -6, SRC2 TRFRET art 1568 and STAT3 activator 110.
COc1ccc2[nH]c3c(NCCCN4CCCC4=O)ncnc3c2c1 was read as TLR4 MyD88 comp 4, STAT1 inh -9, PPARg SRC2 recr 1, PPARg SRC1 recr 7, RAM inhibit -0.1, PPARg SRC3 recr 13, STAT3 inh -8, SRC2 TRFRET art 1538 and STAT3 activator 110.
For CCC(C)(C)NC(=O)C(c1ccccn1)N(C(=O)c1csnn1)c1ccc(C)cc1 (configuration not stated) the results were TLR4 MyD88 comp -8, STAT1 inh -5, PPARg SRC2 recr -6, PPARg SRC1 recr -10, RAM inhibit -0.4, PPARg SRC3 recr 2, ROMK primary 0.87, STAT3 inh -4, SRC2 TRFRET art 1255, STAT3 activator 107 and S1P3 antag -8.
`Cc1ccc(/C=C/C(=O)O)cc1S(=O)(=O)NCCCC(=O)O` gave TLR4 MyD88 comp 7, STAT1 inh 0, PPARg SRC2 recr 3, PPARg SRC1 recr -6, RAM inhibit 0.2, PPARg SRC3 recr -7, STAT3 inh 16, SRC2 TRFRET art 1589 and STAT3 activator 95.
N#CCCCSc1nnc(-c2ccc(Cl)cc2)n1-c1ccccc1 was read as TLR4 MyD88 comp 1, STAT1 inh -7, PPARg SRC2 recr -5, PPARg SRC1 recr 2, RAM inhibit 15*, PPARg SRC3 recr 3, STAT3 inh -21, SRC2 TRFRET art 1531, STAT3 activator 120 and S1P3 antag -7.
For COc1cc(/C=N/NC(=O)CN(Cc2ccco2)S(=O)(=O)c2ccccc2)ccc1O the results were TLR4 MyD88 comp 1, STAT1 inh 8, PPARg SRC2 recr 10, PPARg SRC1 recr 2, RAM inhibit 2.3, PPARg SRC3 recr 3, ROMK primary 1.9, STAT3 inh -7, SRC2 TRFRET art 1509, STAT3 activator 106 and S1P3 antag 0.
`N/C(=N\OC(=O)c1ccc([N+](=O)[O-])cc1)c1ccccn1` gave TLR4 MyD88 comp -13, STAT1 inh 19, PPARg SRC2 recr 3, PPARg SRC1 recr 10, RAM inhibit 2.0, PPARg SRC3 recr -2, ROMK primary 2, STAT3 inh 21, SRC2 TRFRET art 1535, STAT3 activator 84 and S1P3 antag -12.
Cc1cccc(C(=O)Nc2nnc(-c3ccncc3)o2)c1 was read as TLR4 MyD88 comp 7, STAT1 inh 0, PPARg SRC2 recr 11, PPARg SRC1 recr 3, RAM inhibit 1.1, PPARg SRC3 recr 3, ROMK primary -0.35, STAT3 inh 15, SRC2 TRFRET art 1719, STAT3 activator 97 and S1P3 antag -2.
`Cc1cccc(NC(=O)CSc2nnc(NC(=O)c3ccco3)s2)c1` gave TLR4 MyD88 comp -11, STAT1 inh 7, PPARg SRC2 recr -3, PPARg SRC1 recr -5, RAM inhibit 2.2, PPARg SRC3 recr -1, ROMK primary -0.9, STAT3 inh 3, SRC2 TRFRET art 1533, STAT3 activator 102 and S1P3 antag -10.
For c1csc(CSc2nnc3sc4ccccc4n23)c1 the results were TLR4 MyD88 comp -12, STAT1 inh -35, PPARg SRC2 recr 1, PPARg SRC1 recr 1, RAM inhibit 5.8, PPARg SRC3 recr 1, STAT3 inh -14, SRC2 TRFRET art 1496, STAT3 activator 114 and S1P3 antag 10.
COc1ccc(CNC(=O)COC(=O)C2CCC(C(C)(C)C)CC2)cc1 (configuration not stated) was read as TLR4 MyD88 comp 2, STAT1 inh 5, PPARg SRC2 recr 5, PPARg SRC1 recr 3, RAM inhibit 6.9, PPARg SRC3 recr 0, ROMK primary 0.73, STAT3 inh -7, SRC2 TRFRET art 1656, STAT3 activator 106 and S1P3 antag -7.
For COc1ccc(Nc2nc3ccccc3c(=O)s2)c(OC)c1 the results were TLR4 MyD88 comp -11, STAT1 inh 1, PPARg SRC2 recr -4, PPARg SRC1 recr 3, RAM inhibit 1.0, PPARg SRC3 recr 3, ROMK primary 0.035, STAT3 inh 17, SRC2 TRFRET art 1618, STAT3 activator 87 and S1P3 antag -7.
C/C(=N\NC(=O)c1ccc([N+](=O)[O-])cc1)c1c(O)cc(C)oc1=O was read as TLR4 MyD88 comp -2, STAT1 inh 3, PPARg SRC2 recr -9, PPARg SRC1 recr 4, RAM inhibit -1.1, PPARg SRC3 recr -2, ROMK primary 0.54, STAT3 inh -1, SRC2 TRFRET art 1625, STAT3 activator 103 and S1P3 antag -23.
`CC(=O)N1CCc2cc(S(=O)(=O)NC(Cc3ccccc3)C(=O)NCCN3CCCCC3C)ccc21` (configuration not stated) gave TLR4 MyD88 comp 7, STAT1 inh 2, PPARg SRC2 recr 10, PPARg SRC1 recr 4, RAM inhibit 0.9, PPARg SRC3 recr -1, ROMK primary -0.07, STAT3 inh 4, SRC2 TRFRET art 1633, STAT3 activator 102 and S1P3 antag -8.
`CC(C)(C)C1CCC(=NNC(=O)CC(=O)NCc2ccccc2)CC1` (configuration not stated) gave TLR4 MyD88 comp -3, STAT1 inh -2, PPARg SRC2 recr 16, PPARg SRC1 recr -2, RAM inhibit 1.7, PPARg SRC3 recr 0, ROMK primary 0.1, STAT3 inh -6, SRC2 TRFRET art 1739, STAT3 activator 103 and S1P3 antag 15.
For CN(Cc1nc(-c2cccs2)no1)CC1COCCO1 (configuration not stated) the results were TLR4 MyD88 comp -16, STAT1 inh -28, PPARg SRC2 recr -4, PPARg SRC1 recr 13, RAM inhibit 0.6, PPARg SRC3 recr 0, STAT3 inh 3, SRC2 TRFRET art 1571, STAT3 activator 102 and S1P3 antag -12.
For COc1cccc(NC(=O)C2C3C=CC4(O3)C2C(=O)N(C2CC2)C4C(=O)NC2CCCCC2C)c1 (configuration not stated) the results were TLR4 MyD88 comp 3, STAT1 inh 2, PPARg SRC2 recr -8, PPARg SRC1 recr -1, RAM inhibit 1.6, PPARg SRC3 recr -4, STAT3 inh 4, SRC2 TRFRET art 1344, STAT3 activator 98 and S1P3 antag 12.
OC1(c2ccccc2)C/C(=N\n2cnnc2)C=C1c1ccccc1 (configuration not stated) was read as TLR4 MyD88 comp -5, STAT1 inh 7, PPARg SRC2 recr -3, PPARg SRC1 recr 3, RAM inhibit 1.2, PPARg SRC3 recr 2, ROMK primary 0.92, STAT3 inh 8, SRC2 TRFRET art 1831, STAT3 activator 98 and S1P3 antag 4.
Screening CC(NC(=O)COc1ccccc1)C(c1ccccc1)N1CCN(C)CC1 (configuration not stated) returned TLR4 MyD88 comp 0, STAT1 inh 2, PPARg SRC2 recr 7, PPARg SRC1 recr 9, RAM inhibit 1.5, PPARg SRC3 recr 1, ROMK primary -0.6, STAT3 inh 8, SRC2 TRFRET art 1583 and STAT3 activator 97.
Screening Cc1cc(C)n2c(SCC(=O)NCc3ccco3)nnc2n1 returned TLR4 MyD88 comp 7, STAT1 inh 6, PPARg SRC2 recr 2, PPARg SRC1 recr -4, RAM inhibit -0.8, PPARg SRC3 recr 13, STAT3 inh 3, SRC2 TRFRET art 1533, STAT3 activator 102 and S1P3 antag -7.
For COC(=O)c1sc2ccccc2c1C(=O)OC the results were TLR4 MyD88 comp -2, STAT1 inh 10, PPARg SRC2 recr 7, PPARg SRC1 recr 4, RAM inhibit 0.0, PPARg SRC3 recr 7, STAT3 inh -13, SRC2 TRFRET art 1724, STAT3 activator 114 and S1P3 antag 1.
Screening Cc1[nH]c2ccccc2c1/C=N/Nc1nc(Nc2ccc(F)cc2)nc(N2CCOCC2)n1 returned TLR4 MyD88 comp 0, STAT1 inh 7, PPARg SRC2 recr 6, PPARg SRC1 recr 3, RAM inhibit 0.0, PPARg SRC3 recr 3, STAT3 inh -6, SRC2 TRFRET art 1481 and STAT3 activator 109.
For CCS(=O)(=O)N1Cc2ccccc2CC1C(=O)Nc1nccs1 (configuration not stated) the results were TLR4 MyD88 comp 4, STAT1 inh -36, PPARg SRC2 recr -1, PPARg SRC1 recr 0, RAM inhibit -0.2, PPARg SRC3 recr 0, STAT3 inh -21, SRC2 TRFRET art 1496, STAT3 activator 118 and S1P3 antag 10.
Screening C=CCNc1nnc(Cl)c2ccccc12 returned TLR4 MyD88 comp -1, STAT1 inh 1, PPARg SRC2 recr -9, PPARg SRC1 recr 2, RAM inhibit 0.7, PPARg SRC3 recr -10, STAT3 inh 15, SRC2 TRFRET art 1463 and STAT3 activator 95.

An excerpt from above in order of count of non-hydrogen atoms, smallest number first:
C/C(=N\NC(=O)c1ccc([N+](=O)[O-])cc1)c1c(O)cc(C)oc1=O was read as TLR4 MyD88 comp -2, STAT1 inh 3, PPARg SRC2 recr -9, PPARg SRC1 recr 4, RAM inhibit -1.1, PPARg SRC3 recr -2, ROMK primary 0.54, STAT3 inh -1, SRC2 TRFRET art 1625, STAT3 activator 103 and S1P3 antag -23.
Screening CC(NC(=O)COc1ccccc1)C(c1ccccc1)N1CCN(C)CC1 (configuration not stated) returned TLR4 MyD88 comp 0, STAT1 inh 2, PPARg SRC2 recr 7, PPARg SRC1 recr 9, RAM inhibit 1.5, PPARg SRC3 recr 1, ROMK primary -0.6, STAT3 inh 8, SRC2 TRFRET art 1583 and STAT3 activator 97.
For COc1cccc(NC(=O)C2C3C=CC4(O3)C2C(=O)N(C2CC2)C4C(=O)NC2CCCCC2C)c1 (configuration not stated) the results were TLR4 MyD88 comp 3, STAT1 inh 2, PPARg SRC2 recr -8, PPARg SRC1 recr -1, RAM inhibit 1.6, PPARg SRC3 recr -4, STAT3 inh 4, SRC2 TRFRET art 1344, STAT3 activator 98 and S1P3 antag 12.

Next section
CCOc1ncccc1C(=O)OCC(=O)Nc1c(C)cccc1C was read as TLR4 MyD88 comp 8, STAT1 inh -11, PPARg SRC2 recr 6, PPARg SRC1 recr -3, RAM inhibit 0.6, PPARg SRC3 recr 0, ROMK primary 0.077, STAT3 inh 7, SRC2 TRFRET art 1578 and STAT3 activator 99.
CC(C)CCNc1nc2c(c(=O)[nH]c(=O)n2C)n1CC(O)COC(C)C (configuration not stated) was read as TLR4 MyD88 comp -6, STAT1 inh 3, PPARg SRC2 recr 1, PPARg SRC1 recr 7, RAM inhibit 0.8, PPARg SRC3 recr -9, ROMK primary 1.2, STAT3 inh -2, SRC2 TRFRET art 1327, STAT3 activator 102 and S1P3 antag -26.
Screening CCn1nc(C)c(NC(=O)/C=C/c2cnn(C)c2C)c1C returned TLR4 MyD88 comp 3, STAT1 inh -4, PPARg SRC2 recr 5, PPARg SRC1 recr 6, RAM inhibit -0.1, PPARg SRC3 recr 13, STAT3 inh 4, SRC2 TRFRET art 1524 and STAT3 activator 98.
For CC(=O)Nc1ccc(NC(=O)C2c3ccccc3Oc3ccccc32)cc1 the results were TLR4 MyD88 comp 1, STAT1 inh 0, PPARg SRC2 recr 7, PPARg SRC1 recr 6, RAM inhibit 6.3, PPARg SRC3 recr -2, ROMK primary -0.26, STAT3 inh 6, SRC2 TRFRET art 1604, STAT3 activator 99 and S1P3 antag 7.
